# From PubChem BioAssay
# ZTA counter: ZTA (EBV) inhibition in EBNA-1 counter-screen. P03206. ZTA-DNA binding, fluorescence polarization. inhibition, % at 11 µM. 320,000 tested, 0.15% active. AID 2234; in the data active means inhibition above about 33%
# Target sequence (P03206 whole entry, looked up): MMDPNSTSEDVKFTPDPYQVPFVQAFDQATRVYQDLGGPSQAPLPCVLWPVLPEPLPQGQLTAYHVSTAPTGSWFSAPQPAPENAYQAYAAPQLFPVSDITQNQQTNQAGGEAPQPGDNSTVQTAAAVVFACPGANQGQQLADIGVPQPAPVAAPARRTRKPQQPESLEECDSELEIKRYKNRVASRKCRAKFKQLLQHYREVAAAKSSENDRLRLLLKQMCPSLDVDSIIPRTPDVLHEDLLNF
# PAFAH2 FP inh: PAFAH2 (human) inhibition; Q99487; recombinant PAFAH2, FP-rhodamine activity probe, fluorescence polarization; inhibition, % at 3.39 µM; 340,000 tested, 0.99% active; AID 492956;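 active means inhibition above the mean over all tested compounds plus 3 SD, cut at about 30% in these data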;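 further: inhibitors block probe labeling of enzyme so polarization drops; 0% = enzyme with DMSO and 100% = wells lacking PAFAH2 protein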
# PAFAH1B3 inh: PAFAH1B3 (human) inhibition | Q15102 | recombinant PAFAH1B3, FP-rhodamine probe, fluorescence polarization | inhibition, % at 3.39 µM | 340,000 tested, 0.28% active;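 active means inhibition above the screen-wide average of all tested compounds plus 3 SD, cut at about 25% in these data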;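 further: 0% = enzyme with DMSO only and 100% = wells lacking PAFAH1B3 protein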
# PREPL inh: human PREPL enzyme inhibition; Q4J6C6; recombinant PREPL, fluorescence polarization activity-based probe; inhibition, % at 5.96 µM; 320,000 tested, 0.68% active; in the data active means inhibition above about 43%;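 further: 0% = enzyme with DMSO and 100% = wells lacking enzyme; many of its hits are not listed in these tables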
# Target sequence (Q4J6C6 whole entry, looked up): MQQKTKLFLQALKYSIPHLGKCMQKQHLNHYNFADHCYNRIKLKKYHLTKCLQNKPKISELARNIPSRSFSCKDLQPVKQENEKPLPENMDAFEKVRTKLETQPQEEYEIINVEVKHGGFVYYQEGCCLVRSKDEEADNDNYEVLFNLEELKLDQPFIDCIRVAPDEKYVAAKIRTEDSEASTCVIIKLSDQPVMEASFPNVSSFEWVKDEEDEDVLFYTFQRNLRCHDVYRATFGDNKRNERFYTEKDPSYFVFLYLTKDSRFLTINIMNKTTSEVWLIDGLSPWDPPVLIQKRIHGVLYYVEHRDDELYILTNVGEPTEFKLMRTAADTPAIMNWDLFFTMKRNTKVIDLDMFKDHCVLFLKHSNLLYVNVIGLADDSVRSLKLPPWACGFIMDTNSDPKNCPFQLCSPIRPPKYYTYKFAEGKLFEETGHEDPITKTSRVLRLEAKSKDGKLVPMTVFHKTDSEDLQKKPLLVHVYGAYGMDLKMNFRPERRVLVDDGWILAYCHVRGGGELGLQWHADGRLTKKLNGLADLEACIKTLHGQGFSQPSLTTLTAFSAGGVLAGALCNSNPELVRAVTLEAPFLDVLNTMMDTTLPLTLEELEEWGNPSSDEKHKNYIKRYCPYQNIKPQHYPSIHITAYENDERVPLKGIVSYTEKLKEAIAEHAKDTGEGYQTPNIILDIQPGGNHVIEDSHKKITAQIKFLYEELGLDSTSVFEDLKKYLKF
# LYPLA2 inh: counter-screen for PME1 inhibitors: inhibitors of human LYPLA2; O95372; recombinant LYPLA2, FP-Rh probe fluorescence polarization; inhibition, % at 5.9 µM; 320,000 tested, 0.38% active; AID 2177;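 active means inhibition above the screen-wide mean plus 3 SD, limit set per campaign, cut at about 26% in these data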;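 further: 0% = LYPLA2 with DMSO and 100% = wells lacking LYPLA2 enzyme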
# LYPLA1 counter: blocks human lysophospholipase 1, a PME1 counter-screen; O75608; recombinant LYPLA1, FP-Rh probe fluorescence polarization; inhibition, % at 5.9 µM; 320,000 tested, 0.16% active; AID 2174;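 active means inhibition above the mean of all tested compounds plus 3 SD, set per campaign, cut at about 14% in these data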;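 further: inhibitors block serine hydrolase probe labeling of LYPLA1 so polarization falls; 0% = enzyme with DMSO and 100% = wells lacking LYPLA1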
# EBNA-1 inh: blocks EBNA-1 binding to DNA. EBNA-1 DNA binding, fluorescence polarization. inhibition, % at 14.8 µM. 300,000 tested, 0.34% active; in the data active means inhibition above about 28%
# GSTO1 inh: blocks human GSTO1 in RBBP9 counter-screen; P78417; recombinant GSTO1, activity-based probe fluorescence polarization; inhibition, % at 5.96 µM; 300,000 tested, 1.1% active;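 active means inhibition above the campaign mean inhibition plus 3 SD, cut at about 35% in these data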;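 further: 0% = GSTO1-1 with DMSO and 100% = wells lacking GSTO1-1 enzyme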
# PAD4 FP inh: PAD4 (human) enzyme inhibition. inhibition, % at 6.36 µM. AID 485272. recombinant PAD4, RCA probe fluorescence polarization. 330,000 tested, 0.41% active. Q9UM07;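 active means percent inhibition above a cutoff equal to the mean of all tested compounds plus 3 SD, cut at about 15% in these data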;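 further: 0% = PAD4 with RCA probe and DMSO and 100% = probe without PAD4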
# Active calls of the source: *; x = no result given.
SMILES,ZTA counter,PAFAH2 FP inh,PAFAH1B3 inh,PREPL inh,LYPLA2 inh,LYPLA1 counter,EBNA-1 inh,GSTO1 inh,PAD4 FP inh
CC(C)C1C(C#N)=C(N)Oc2n[nH]c(-c3ccccc3)c21 (stereo unspecified),-7,5,-5,11,-6,-3,0,5,0
CCOC(=O)Nc1nc(-c2ccccc2)c(C(=O)c2ccc(Cl)cc2)s1,8,9,-3,-25,-8,-3,-2,-10,0
CN1CCN(C(=O)Nc2ccccc2CC[N+](=O)[O-])CC1,23,8,5,14,-2,1,5,6,-3
O=c1c2ccccc2nnn1CSc1nnc(C2COc3ccccc3O2)n1-c1ccccc1 (stereo unspecified),1,-9,5,-21,1,-2,1,-5,3
O=C(Cc1ccc(F)cc1)N(c1ccc(F)cc1)C1C=CS(=O)(=O)C1 (stereo unspecified),15,-1,12,6,3,1,5,2,-6
COc1ccc(N(CC(=O)NC2CCCCC2)S(=O)(=O)c2cccs2)cc1,x,0,4,12,x,x,x,x,-1
COC(=O)c1ccc(C(=O)OC)c(NC(=O)CSCc2ccc(Br)cc2)c1,-5,-3,6,-6,8,-1,4,-3,0
COc1cccc(CNC(=O)C(=O)NCCC2CCCCN2S(=O)(=O)c2ccc(C)cc2)c1 (stereo unspecified),1,5,1,3,5,0,-4,1,-4
COc1ccc(C(O)(CCc2ccccc2)CCN2CCCCC2)cc1 (stereo unspecified),-2,x,x,17,1,-1,-10,1,3
CCOc1ccc(NC(=O)COC(=O)CC2CCCCC2)cc1,7,45*,-3,2,4,-1,x,x,-3
Nc1cc(=O)[nH]c(SCC(=O)Nc2ccc(Br)cc2)n1,-13,-5,-9,-5,-5,2,-23,-12,-9
CC(C)=C1C(=O)NN(c2ccc(F)c(Cl)c2)C1=O,0,10,0,19,-1,-3,-9,18,-5
CC1CCCCN1C(=S)NC(=O)c1ccccc1 (stereo unspecified),-3,6,2,-1,-2,-1,x,x,-5
CCOC(=O)CSc1c(-c2ccc(Cl)cc2)[nH]c2ccccc12,19,-4,11,18,-9,-8,-4,1,-1
O=C(O)CCNC(=O)OCC1c2ccccc2-c2ccccc21,0,-4,4,-2,1,-1,5,0,2

# Quoted from the listing.
# Value for CN1CCN(C(=O)Nc2ccccc2CC[N+](=O)[O-])CC1 under GSTO1 inh: 6
# Value for Nc1cc(=O)[nH]c(SCC(=O)Nc2ccc(Br)cc2)n1 under GSTO1 inh: -12
# Value for COc1ccc(C(O)(CCc2ccccc2)CCN2CCCCC2)cc1 (stereo unspecified) under ZTA counter: -2

# Continued.
SMILES,ZTA counter,PAFAH2 FP inh,PAFAH1B3 inh,PREPL inh,LYPLA2 inh,LYPLA1 counter,EBNA-1 inh,GSTO1 inh,PAD4 FP inh
COc1ccccc1/C=C/C=N/NC(=O)c1cccs1,-3,7,8,2,-9,-2,-5,-3,-3
O=C(NCc1ccco1)c1cc(NS(=O)(=O)c2cccc([N+](=O)[O-])c2)ccc1O,-4,3,7,6,-3,1,-8,3,0
CS(=O)(=O)N(Cc1ccccc1)c1ccc(C(=O)N2CCc3ccccc3C2)cc1,-9,2,1,2,-4,-1,4,-2,0
CO/N=C(/CS(=O)(=O)c1ccc(Br)cc1)c1ccc(OC)cc1,-32,0,6,-19,0,0,-13,6,0
CC(C)(C(=O)c1ccccc1)/[N+]([O-])=C/c1ccc(Br)cc1,-5,2,11,4,2,0,-8,5,-2
Cc1cc(C)cc(C(=O)N2CCN(Cc3ccc4c(c3)OCO4)CC2)c1,1,5,4,16,2,-1,6,-1,2
Cc1c(CN2CCC(CO)(CCOc3ccccc3)CC2)[nH]c2c(Cl)cccc12,1,0,8,-1,-9,1,1,-4,-4
COc1ccc(N2CCN(CC(=O)Nc3ncc(C)s3)CC2)cc1,8,-4,5,8,-6,-5,10,9,-1
NC(=S)NC(c1ccccc1)c1ccncc1 (stereo unspecified),4,1,2,-6,-1,0,-5,-7,1
Cc1ccc(-n2c(C)cc(/C=N/NC(=O)c3ccncc3)c2C)cc1,6,-2,4,15,0,2,3,6,-7
CC(=O)Nc1cccc(OC(=O)c2ccoc2C)c1,-18,6,7,0,-3,-3,9,-3,-1
COc1cc(CNn2nnnc2N)ccc1OCc1c(Cl)cccc1Cl,-26,-4,4,-1,9,3,-5,-5,-2
Cc1ccc(/C=C2\SC(=S)N(CCC(=O)NNC(=O)c3ccc(O)cc3)C2=O)cc1,-5,-124,-147,-77,-192,-89,29*,-17,-15
Cc1ccc(S(=O)(=O)N(C)Cc2ccc(C(=O)N/N=C3\CCCC(=O)C3)cc2)cc1,10,-3,6,5,5,3,-6,-1,1
COc1cccc(C(=O)NCCCNC(=O)c2cccc(OC)c2)c1,-1,9,5,4,4,4,9,3,0

# Overlap with the part before: 6 entries, followed by the next part.
SMILES,ZTA counter,PAFAH2 FP inh,PAFAH1B3 inh,PREPL inh,LYPLA2 inh,LYPLA1 counter,EBNA-1 inh,GSTO1 inh,PAD4 FP inh
Cc1ccc(-n2c(C)cc(/C=N/NC(=O)c3ccncc3)c2C)cc1,6,-2,4,15,0,2,3,6,-7
CC(=O)Nc1cccc(OC(=O)c2ccoc2C)c1,-18,6,7,0,-3,-3,9,-3,-1
COc1cc(CNn2nnnc2N)ccc1OCc1c(Cl)cccc1Cl,-26,-4,4,-1,9,3,-5,-5,-2
Cc1ccc(/C=C2\SC(=S)N(CCC(=O)NNC(=O)c3ccc(O)cc3)C2=O)cc1,-5,-124,-147,-77,-192,-89,29*,-17,-15
Cc1ccc(S(=O)(=O)N(C)Cc2ccc(C(=O)N/N=C3\CCCC(=O)C3)cc2)cc1,10,-3,6,5,5,3,-6,-1,1
COc1cccc(C(=O)NCCCNC(=O)c2cccc(OC)c2)c1,-1,9,5,4,4,4,9,3,0
CCOC(=O)COc1c(C=O)cc(Br)cc1OC,-8,3,3,0,2,-2,2,-1,4
Cc1ccc(-c2nc(-c3cccnc3)sc2CC(=O)Nc2ccc(C)c(Cl)c2)cc1,-3,-42,-20,-2,-52,-30,-2,-11,-1
COc1ccc(CNc2ncccc2[N+](=O)[O-])cc1,15,-8,2,5,2,-4,-6,2,1
O=C(c1c(F)cccc1F)N1CCN(c2ncccn2)CC1,4,-1,-8,0,-4,-3,10,1,0
CC(=O)Nc1ccc(S(=O)(=O)N(C)CC(=O)OCC(=O)N2CCCCCC2)cc1,-16,6,8,16,-1,1,-5,1,-4
COc1ccc(CCNC(=O)C2CC(=O)N(c3ccc(C)cc3)C2)cc1OC (stereo unspecified),18,9,-5,-3,3,-2,9,3,4
O=C(c1cncc(Br)c1)N1CCN(S(=O)(=O)c2ccccc2C(F)(F)F)CC1,0,-5,8,8,0,0,-13,-2,-3
COc1ccc(/C=N/n2c(C)nc3sc(C)c(C)c3c2=O)cc1OC,1,5,3,3,-4,-1,-12,11,0
COc1ccc(/C=N/Nc2ncnc3scc(-c4ccccc4)c23)cc1OC,-6,6,10,40,1,2,-11,1,-6
CS(=O)(=O)N(CC(=O)Nc1ccccc1C(=O)N1CCCC1)c1ccc2c(c1)OCO2,-4,7,11,18,2,-1,0,8,-7
CCc1ccc(NC(=O)C(=O)N/N=C(\C)CC(=O)NCCOC)cc1,-3,3,5,6,1,-2,-1,4,-3
COc1ccc(C(=O)C2=NN(C(C)=O)CC2c2ccco2)cc1 (stereo unspecified),-4,-8,7,7,6,3,3,1,2
Cn1c(CCN2CCCCCC2)nc2cc(NC(=O)Nc3ccccc3)ccc21,-8,-6,-3,53*,-5,-4,-3,10,2
COc1nc2ccc(C)cc2cc1-c1noc(-c2ccccc2)n1,5,-2,1,-1,-8,-6,-2,2,2
CC(NS(=O)(=O)OCC(Cl)(Cl)Cl)c1ccc(C(C)(C)C)cc1 (stereo unspecified),-35,6,0,-7,-17,-9,-16,4,-3
CC1CC(=O)C2=C(C1)Nc1nc3ccccc3n1C2c1cccnc1 (stereo unspecified),-2,-2,3,-5,-5,1,-8,-7,-6
COc1ccc(-c2noc(CN(C(=O)c3ccc4c(c3)OCO4)C(C)C)n2)cc1,0,-2,7,10,3,0,-1,3,-2
O=C(Cc1ccccc1)Nc1cccc([N+](=O)[O-])c1,-4,4,3,-5,-2,-3,5,1,0
Cc1c(C(=O)O)c(-c2ccccc2)nn1-c1ccccc1,2,5,4,-1,0,4,2,-6,6
Cc1cc(-c2n[nH]c(=S)n2-c2ccc(F)cc2)nn1C,-11,10,13,12,-5,-1,-9,-4,3
C(=C\c1ccccc1)/CSc1nc2ncccc2[nH]1,5,-2,1,-4,2,-3,2,6,1
CC1=C(C(N)=O)C(c2ccc(Cl)cc2)n2nc(CCCO)nc2N1 (stereo unspecified),6,-6,7,-2,-2,2,-3,4,0
COc1ccc(-c2c(C#N)c(N)nc3c2CCCCCC3)cc1OC,-11,3,-15,-10,9,2,-4,-8,-4
COc1ccc(C2(C)ON(c3ccccc3C(F)(F)F)C2=O)cc1 (stereo unspecified),6,-1,11,1,-7,-5,x,x,-4
CC1(C)CC(=O)C=C(Nc2ccc3c(c2)CCC3)C1,-25,x,x,-1,-2,-2,-13,-2,0
CC(=O)NC1CCCc2c1cnn2-c1ccc(C(C)(C)C)cc1 (stereo unspecified),6,8,6,-6,2,-2,6,10,-4
O=C(COCc1cc(-c2ccc3c(c2)OCO3)on1)N1CCN(c2cccc(C(F)(F)F)c2)CC1,8,-1,-4,-20,10,-5,4,-4,6
Oc1ccc(Br)cc1C=Nc1cccn2cc(-c3ccccc3)nc12,6,2,10,6,-3,-2,-15,12,-7
O=C(CSc1nc(O)c(Cc2ccccc2)c(=O)[nH]1)Nc1ccccc1,-12,-1,10,11,0,-3,2,-3,3
COc1ccc(-n2c(SCC(=O)Nc3cc(C)on3)nc3ccc(O)cc3c2=O)cc1OC,13,-2,4,8,-5,-2,-3,8,-1
CC(=O)Nc1ccc(S(=O)(=O)Nc2cccc(-n3c(C)nc4ccccc4c3=O)c2)cc1,4,2,4,0,-3,-3,10,8,-1
Cc1c(C(=O)O)sc2nc(CSc3nnc(-c4ccc(F)cc4)n3C)[nH]c(=O)c12,4,6,15,-1,-3,-2,1,8,3
CCOc1ccc(NC(=O)CSc2nc(C)c3c(c2C#N)CCCC3)cc1,2,-6,-8,-4,-4,0,-7,6,-3

# An excerpt, so the mix of outcomes need not match the whole.
